Compound activity: PubChem BioAssay, National Center for Advancing Translational Sciences (NCATS)
ALOX12 inh = Primary qHTS assay for inhibitors of human arachidonate 12S-lipoxygenase (ALOX12): Round 2; purified 12hLO, xylenol orange hydroperoxide absorbance; actives 1.1% (n = 580,000); Potency, µM (doses to about 108 µM), inactives show at the highest dose activity change, negative = inhibition, actives largely listed as inhibitors; note: potency is the fitted concentration of half-maximal effect; % is set by controls: 0 for no effect and ±100 for the full control effect
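Hydroperoxide product was detected by ferrous iron/xylenol orange as the 573 to 405 nm absorbance ratio. Arachidonic acid at 40 uM (final) was turned over for 30 min at room temperature by 150 nM human 12hLO, pH 7.0 Hepes buffer, after 15 min compound preincubation.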
Pol eta inh = qHTS for Inhibitors of Polymerase Eta. actives 1.2% (n = 390,000). AID 588591, 2011. DNA polymerase eta (Homo sapiens), Q9Y253. recombinant Pol eta, fluorescent DNA replication assay. Potency, µM (series often up to 114 µM), for the others: top-dose activity change, negative = inhibition, most hits filed as inhibitors; note: potency is the fitted concentration of half-maximal effect; % is set by controls: 0 for no effect and ±100 for the full control effect
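Pol eta (10 nM) was preincubated with compounds for 15 min at room temperature, after which fluorescent replication substrate (50 nM final) was added to start the reaction. Fluorescence was read kinetically at 0 and 10 min.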
POLB inh = qHTS Assay for Inhibitors of DNA Polymerase Beta; Pol beta primer extension/strand displacement, fluorescence kinetic; Potency, µM (titrated, usually from 114 µM), inactives show at the top dose activity change, negative = inhibition, actives largely listed as inhibitors; AID 485314, 2010; actives 1.3% (n = 340,000); note: potency is the fitted concentration of half-maximal effect; % is set by controls: 0 for no effect and ±100 for the full control effect
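Kinetic readout of DNA synthesis with strand displacement by Pol beta. Compound and 10 nM enzyme sit 15 min at room temperature; 50 nM substrate starts the reaction, read immediately and at 10 min.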
POLK inh = qHTS for Inhibitors of Polymerase Kappa. DNA polymerase kappa (Homo sapiens), Q9UBT6. purified Pol kappa, fluorescent DNA synthesis assay, 10 min. Potency, µM (series often up to 107 µM), without a hit: at the highest dose activity, negative = inhibition, usual class: inhibitors. actives 0.53% (n = 400,000). AID 588579, 2011; note: potency is the fitted concentration of half-maximal effect; % is set by controls: 0 for no effect and ±100 for the full control effect
Target sequence (Q9UBT6 whole entry, looked up): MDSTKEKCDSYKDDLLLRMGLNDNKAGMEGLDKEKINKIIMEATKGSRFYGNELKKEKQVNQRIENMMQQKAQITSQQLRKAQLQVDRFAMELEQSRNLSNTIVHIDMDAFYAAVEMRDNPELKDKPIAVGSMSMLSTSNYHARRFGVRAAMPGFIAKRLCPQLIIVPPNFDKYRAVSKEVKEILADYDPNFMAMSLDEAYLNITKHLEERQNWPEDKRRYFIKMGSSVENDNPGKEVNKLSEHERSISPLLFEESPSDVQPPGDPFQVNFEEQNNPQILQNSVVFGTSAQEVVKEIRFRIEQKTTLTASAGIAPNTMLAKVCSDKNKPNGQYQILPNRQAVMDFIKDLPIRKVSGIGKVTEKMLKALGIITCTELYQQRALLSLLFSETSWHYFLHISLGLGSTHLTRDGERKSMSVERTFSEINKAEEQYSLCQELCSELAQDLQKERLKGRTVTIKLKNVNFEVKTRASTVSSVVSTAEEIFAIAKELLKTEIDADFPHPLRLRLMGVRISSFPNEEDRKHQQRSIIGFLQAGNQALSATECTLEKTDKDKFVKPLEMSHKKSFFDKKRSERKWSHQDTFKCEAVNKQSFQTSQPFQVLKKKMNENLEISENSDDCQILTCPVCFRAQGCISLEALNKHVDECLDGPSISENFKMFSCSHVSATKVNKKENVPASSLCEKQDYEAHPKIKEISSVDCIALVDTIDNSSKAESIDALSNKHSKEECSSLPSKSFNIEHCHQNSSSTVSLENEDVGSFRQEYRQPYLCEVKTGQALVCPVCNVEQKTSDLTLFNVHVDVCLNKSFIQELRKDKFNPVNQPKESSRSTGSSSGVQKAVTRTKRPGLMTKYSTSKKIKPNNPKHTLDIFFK
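Kinetic fluorescence screen: compound preincubated 15 min RT with 10 nM enzyme; 50 nM substrate (final) initiates; reads at 0/10 min.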
LDHA block = qHTS assay for inhibitors of human lactate dehydrogenase. purified LDHA, NADH/diaphorase-resazurin fluorescence; stronger effect = lower value. L-lactate dehydrogenase A chain (Homo sapiens), P00338. actives 0.15% (n = 480,000). activity change, % (values are at about 110 or 230 µM); in the data active = activity change below about -30%; inconclusive = mostly about -25% to -30%;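 note: plate controls were DMSO wells for no effect and wells without enzyme for full effect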
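Remaining NADH was detected by diaphorase (0.133 mg/mL) converting 37 µM resazurin to fluorescent resorufin, read at 0 and 20 minutes. The preceding 5-minute room-temperature reaction used 2 nM LDHA, 0.2 mM sodium pyruvate and 0.06 mM NADH at pH 7.4.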
RGS4 inh = Inhibitors of Regulator of G Protein Signaling (RGS) 4: qHTS | AID 504845, 2011 | Potency, µM (highest dose often 114 µM), for inactives: at the highest dose activity change, negative = inhibition, usual class: inhibitors | Transcreener GDP fluorescence polarization, RGS4-accelerated GTP hydrolysis | actives 0.039% (n = 390,000); note: potency is the fitted concentration of half-maximal effect; % is set by controls: 0 for no effect and ±100 for the full control effect; nearly all actives have a fitted effect of over 75% in size; some results filed as inactive show a strong effect at the top dose
Target sequence (P49798 whole entry, looked up): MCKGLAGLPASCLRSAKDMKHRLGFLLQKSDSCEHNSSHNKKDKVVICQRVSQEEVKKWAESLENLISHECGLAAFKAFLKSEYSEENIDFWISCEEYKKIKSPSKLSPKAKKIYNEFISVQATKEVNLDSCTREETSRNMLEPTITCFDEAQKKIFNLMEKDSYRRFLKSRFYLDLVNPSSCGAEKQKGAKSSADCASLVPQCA
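MLSMR compounds (23 nl, pin-transferred) preincubated 10 min at room temperature with a 500nM (2x) first reagent, then RGS4 at 900nM (2x) plus Transcreener GDP mix added; fluorescence polarization (620/688 nm) read before and after 90 min at 30 °C.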
ERG-DNA inh = qHTS for Small Molecule Inhibitors of the ERG Ets/DNA interaction; Transcriptional regulator ERG (Homo sapiens), P11308; fluorescence polarization, His-ERG Ets domain / labelled DNA; Potency, µM (doses to about 76.9 µM), for inactives: at the highest dose FP activity, negative = inhibition, most hits filed as inhibitors; actives 0.028% (n = 370,000); active = well fitted inhibition curve with a large enough effect in the polarisation, with a control signal flat; inconclusive = small, poorly fitted or top-dose-only effect, or effect the other way, or a change in a side signal; inactive = no such curve, though single readings can be large or run the other way; the % refers to the polarisation;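 note: polarization taken with two DNA probes labelled with fluorescein and Texas red; potency is the fitted concentration of half-maximal effect; % of control where 0% means no effect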
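His-tagged ERG Ets domain (1 uM in the protein solution; 300mM KCl, 50mM Tris-HCl, 1mM EDTA, 1mM DTT, pH 7.5) received compound, then a probe mix of 5 nM fluorescein-DNA and 100nM Texas-615-DNA. Fluorescence polarization was read for both dyes.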
APEX1 inh = qHTS Assay for Inhibitors of the Human Apurinic/apyrimidinic Endonuclease 1 (APE1); DNA repair nuclease/redox regulator APEX1 (Homo sapiens), P27695; recombinant APE1, TAMRA/BHQ-2 abasic DNA cleavage fluorescence; Potency, µM (series often up to 65.8 µM), without a hit: top-dose activity change, negative = inhibition, most hits filed as inhibitors; actives 0.35% (n = 350,000); AID 2517, 2012;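 note: potency is the fitted concentration of half-maximal effect; plate controls were vehicle for no effect and reference inhibitor for full effect; nearly all actives have a fitted effect of over 55% in size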
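Endonuclease cleavage of a quenched abasic-site DNA duplex (50 nM) by APE1 (0.75 nM) was tracked by TAMRA dequenching. Compounds were preincubated with enzyme 15 min at room temperature; data normalized to buffer-only and DMSO wells plus NSC13755 control.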
Anesthetic bind = qHTS Assay for Identification of Novel General Anesthetics; Ferritin light chain (Equus caballus), P02791; Potency, µM (top dose mostly 77.5 µM), for the others: top-dose activity change, negative = displacement, usual class: inhibitors; actives 0.074% (n = 350,000); apoferritin/1-aminoanthracene competitive binding, fluorescence; note: potency is the fitted concentration of half-maximal effect; % is set by controls: 0 for no effect and ±100 for the full control effect; nearly all actives have a fitted effect of over 20% in size
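10 uM apoferritin + 50% sat. 1-AMA, PBS; cpd 10 min RT; Ex380/Em535 endpoint; normalized to free probe vs complex; 4-param Hill fit; propofol titration as pos. ctrl.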
An asterisk follows results filed as active; ? = inconclusive; / = no result given; [ ] = dose if it differs, or a comment. Unless noted, calls come from the whole dose curve; as a rule, active = well fitted curve in the direction sought with a large enough effect; inconclusive = small, poorly fitted or top-dose-only effect, or another doubt; inactive = no such curve, though single readings can be large; an effect the other way counts as inactive or inconclusive.

The first 3 compounds as a preview:
SMILES	ALOX12 inh	Pol eta inh	POLB inh	POLK inh	LDHA block	RGS4 inh	ERG-DNA inh	APEX1 inh	Anesthetic bind
N=C(c1cccc([N+](=O)[O-])c1)N1CCCCCC1	0%	-3%	17%	-2%	5	1%	4%	5%	-4%
COc1ccc(NC(=O)Cn2c(=O)n(Cc3ccc(C(=O)NCc4ccccc4Cl)cc3)c(=O)c3ccccc32)cc1	-23%	1%	7%	-13%	-15	9%	1%	/	5%
Clc1ccc(-c2cnn3c(-c4ccncc4)ccnc23)cc1	-12%	-1%	0%	-2%	-4	16%	8%	-2%	-9%

Main list, from the start:
SMILES	ALOX12 inh	Pol eta inh	POLB inh	POLK inh	LDHA block	RGS4 inh	ERG-DNA inh	APEX1 inh	Anesthetic bind
N=C(c1cccc([N+](=O)[O-])c1)N1CCCCCC1	0%	-3%	17%	-2%	5	1%	4%	5%	-4%
COc1ccc(NC(=O)Cn2c(=O)n(Cc3ccc(C(=O)NCc4ccccc4Cl)cc3)c(=O)c3ccccc32)cc1	-23%	1%	7%	-13%	-15	9%	1%	/	5%
Clc1ccc(-c2cnn3c(-c4ccncc4)ccnc23)cc1	-12%	-1%	0%	-2%	-4	16%	8%	-2%	-9%
Nc1cc(C(F)(F)F)cc2c1SCC(=O)N2	-18%	-18%	17%	-1%	2	-26%	1%	3%	-4%
CCn1c(=O)cc(SCC(=O)NCc2ccc(Cl)cc2)c2ccccc21	?	-5%	10%	-12%[60.1 µM]	1	5%	8%	/	-15%
COC(=O)C1SCCN1S(=O)(=O)c1ccc(Cl)cc1 (stereo not given)	126%[activator]	-16%	/	-8%	-7	8%	-1%	/	/
CCn1c(CSc2nnc3ccccn23)nc2cc(C(=O)O)ccc21	?	?	?	-9%	2	?	?	-7%	-6%
Cc1ccc2cc3cc(C(=O)N4CCN(c5ccc(Cl)cc5)CC4)oc3nc2c1	0%	-19%	-3%	-8%	-2	-11%	10%	/	-2%
CC1CCN(S(=O)(=O)c2ccc3c(c2)N(CC(=O)NCCN(C)C)C(=O)CO3)CC1	-25%	-10%	-14%	-2%	2	-19%	-7%	/	0%
COc1ccc(/C=C/CN2CCCC(CCC(=O)NCc3ccc(F)c(F)c3)C2)cc1 (stereo not given)	-10%	-8%	10%	5%	-5	-18%	-2%	-1%	-17%
COC(=O)Nc1ccc(S(=O)(=O)N2CCCC(C(=O)Nc3cccnc3)C2)cc1 (stereo not given)	0%	7%	-5%	-10%	0	8%	12%	0%	-9%
Cc1c(Cl)cccc1NC(=O)Cn1nc(C(F)(F)F)c2c1CCC2	-13%	-11%	7%	-10%	-12	10%	3%	/	-13%
O=c1ccc(-c2ccccc2)no1	72%[activator]	-19%	10%	0%	-6	4%	-5%	-1%	4%
O=C(C1CC(=O)N(c2ccc(F)cc2)C1)N1CCC(c2nc3ccccc3[nH]2)CC1 (stereo not given)	-10%	-8%	/	-7%	-6	27%	?	5%	/
COc1ccc(C(=O)NC(c2ccc(Cl)cc2)c2cc(Cl)c3cccnc3c2O)cc1 (stereo not given)	0%	-11%	27%	-14%[60.1 µM]	-4	-3%	-1%	/	-9%
CC/C(=C\C(=O)c1ccncc1)Nc1ccc(O)cc1	?	-6%	-12%	-10%	20	-16%	-2%	0%	-23%
c1ccc(-c2cnn3c(-c4ccccc4)c(-c4ccccc4)nc3n2)cc1	-8%	1%	25%	-12%	-3	5%	5%	-1%	3%
O=C(NCCN1CCOCC1)c1ccc(Cl)c(S(=O)(=O)N2CCCCCC2)c1	-2%	-8%	-5%	0%	-5	10%	2%	1%	-19%
CC(=O)N(C)c1ccc(NC(=O)Cc2cccs2)cc1	260%[activator]	?	?	-3%	2	-10%	-4%	-20%	-14%
COc1ccc(NC(=O)C2=CC(c3ccc(OC)c(OC)c3)=NS(=O)(=O)N2C)cc1	-9%	-29%	9%	-7%	-1	-22%	1%	17%	?
Cc1ccc(O)c(N=Cc2ccc(C)s2)c1	?	-5%	-1%	-18%	36	5%	4%	-3%	-8%
CCN(CC)CCCNC(=O)CN1N=C(c2ccccc2)CCC1=O	0%	-6%	27%	-7%[60.1 µM]	-5	11%	-3%	/	-7%
COc1ccc(/C=C2\SC(N3CCc4ccccc4C3)=NC2=O)cc1OC	-13%	?	?	-22%	-5	-13%	/	-7%	?
Cc1noc(C)c1COc1ccc(C(=O)N(C)CCOc2ccccc2)cc1	-16%	-20%	/	0%	-15	10%	-10%	-13%	/
CC(C)(C)n1nnnc1C(c1ccc2ncccc2c1)N1CCC(O)CC1 (stereo not given)	-19%	-11%	36%	-1%	0	-34%	-4%	-13%	-5%
O=C(c1ccccc1)C(CCC(CN1CCOCC1)C(=O)c1ccccc1)CN1CCOCC1 (stereo not given)	?	-13%	16%	-13%	0	-45%	-11%	-5%	-19%
Cc1ccc(S(=O)(=O)N(C)c2ccc(C(=O)NCc3ccccn3)cc2)cc1	-6%	-12%	28%	4%	1	-6%	-4%	7%	-8%
NC(=O)CSc1cn(Cc2ccc(F)cc2)c2ccccc12	-4%	-10%	?	?	-6	15%	1%	11%	-1%
O=C(Cn1c(=O)n(Cc2ccc(F)cc2)c(=O)c2sc3ccccc3c21)Nc1ccc(F)cc1F	-8%	-15%	36%	16%	-2	-11%	-3%	/	-7%
COc1ccc(CN2CCNC(=O)C2CC(=O)N(Cc2nccn2C)C(C)C)c(OC)c1 (stereo not given)	2%	-15%	20%	-13%	-5	-14%	9%	4%	2%
O=C(/C=C/c1ccccc1)N1CCN(Cc2cc(=O)n3nc(-c4ccccc4)sc3n2)CC1	-1%	-11%	-21%	-3%[60.1 µM]	5	-7%	4%	/	35%[activator]
O=C(CSc1nc2ccccc2o1)Nc1nc2ccc(Br)cc2s1	74%[activator]	?	?	-18%	-1	-14%[11.4 µM]	3%	-6%	-3%
COC(=O)c1sccc1NC(=O)COc1ccc(F)cc1Cl	2%	-11%	2%	11%	1	-33%	-5%	-1%	-8%
O=C(OCC(=O)N1CCc2ccccc21)c1ccccn1	-6%	-1%	2%	4%	1	8%	-14%	-4%	?
CC(=O)Oc1ccc(-c2nc(-c3cccnc3)no2)cc1	-6%	5%	2%	1%	-5	-7%	4%	2%	-2%
Cc1nc(N2CCN(c3ccccn3)CC2)c2c(C)c(C(=O)Nc3c(F)cc(F)cc3Br)sc2n1	15%	-13%	88%	-4%	-3	13%	-1%	20%	1%
CCc1ccccc1NC(=O)c1nnn(CC(=O)Nc2c(C)cc(C)cc2C)c1N	0%	-17%	13%	-7%	-4	21%	-6%	/	-13%
COCCN1C(=O)c2oc3ccccc3c(=O)c2C1c1ccc(C(=O)OC)cc1 (stereo not given)	391%[activator]	-4%	1%	2%	-10	-15%	4%	9%	10%
COc1ccc(OC)c(C2SCCN2S(=O)(=O)c2cccc(C(F)(F)F)c2)c1 (stereo not given)	1%	-10%	2%	-12%	-6	1%	/	-5%	-13%
C/C(=N\NC(=O)CNC(=O)c1cccnc1)c1cccc(O)c1	14%	-15%	39%	8%	-1	-27%	10%	8%	-8%
COc1ccc(Cc2nnc(SC)[nH]c2=O)cc1	5%	-2%	4%	-6%	-1	8%	-2%	1%	-9%
Cc1ccc(OCC(=O)Nc2ccc3nc(SCC(=O)N4CCCC4)sc3c2)cc1C	-23%	-17%	-20%	-4%	3	0%	0%	/	-5%
CCN(C(=O)CCCCC(=O)N(CC)c1ccccc1)c1ccccc1	0%	-3%	/	-2%	-11	-8%	-4%	/	/
N#Cc1c(NC(=O)CSc2nnc(-c3ccccc3O)n2-c2ccccc2)sc2c1CCCC2	143%[activator]	0%	9%	-7%	-2	-6%	12%	-7%	-5%
Cc1ccc(/C(C#N)=C\c2ccc(N3CCOCC3)o2)cc1	13µM*	-8%	5%	-5%	8	?	/	-2%	0%
CNC(=O)c1ccc(-c2ccc(F)cc2)s1	139%[activator]	-8%	-2%	-3%	-6	-10%	3%	3%	?
CCOc1ccc(NC(=O)CN(C)CC(=O)NC(C)c2ccccc2)cc1OCC (stereo not given)	8%	-28%	6%	0%	-2	-13%	-6%	-2%	-4%
COc1ccc(Cl)cc1N(CC(=O)NCCSCc1ccccc1)S(C)(=O)=O	2%	-9%	5%	-13%	-10	18%	-18%	15%	5%
Cc1ccc(Cn2c(NCCCn3ccnc3)nc3c2c(=O)n(C)c(=O)n3C)cc1	0%	-1%	4%	-6%	-6	4%	-5%	0%	-9%
O=C(Nc1ccc2c(c1)oc1ccccc12)c1ccc(Br)o1	32%[activator]	?	?	-22%	-5	0%	2%	-7%	-2%
O=C(CN1C(=O)NC(c2ccccc2)(c2ccccc2)C1=O)NC1CCCCC1	-2%	-10%	/	5%	-1	-11%	-7%	13%	/

Some of the compounds tested (hit frequency here may not be typical).
